APP 5'UTR act = APP 5'UTR luciferase reporter activation; hit rate 1% among 190,000; SH-SY5Y APP 5'UTR luciferase reporter, luminescence; zero percent = DMSO vehicle wells; activation, % at 2 µM;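 active = activation above a set limit, based on mean plus 3 SD of controls, cut at about 140% in these data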; also: values of inactives mirror those of a sister screen read the other way
TNAP inh hiacc = inhibitors of human TNAP at high phosphate acceptor concentration | P05186 | purified TNAP, CDP-star luminescence, 1 M DEA | inhibition, % at 20 µM | hit rate 0.03% among 200,000 | AID 1135;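 active = over 50% inhibition of tissue-nonspecific alkaline phosphatase at 20 µM in the single-dose screen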;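 also: plate controls were DMSO wells for no effect and EDTA-quenched wells as full inhibition for full effect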
Target sequence (P05186 whole entry, looked up): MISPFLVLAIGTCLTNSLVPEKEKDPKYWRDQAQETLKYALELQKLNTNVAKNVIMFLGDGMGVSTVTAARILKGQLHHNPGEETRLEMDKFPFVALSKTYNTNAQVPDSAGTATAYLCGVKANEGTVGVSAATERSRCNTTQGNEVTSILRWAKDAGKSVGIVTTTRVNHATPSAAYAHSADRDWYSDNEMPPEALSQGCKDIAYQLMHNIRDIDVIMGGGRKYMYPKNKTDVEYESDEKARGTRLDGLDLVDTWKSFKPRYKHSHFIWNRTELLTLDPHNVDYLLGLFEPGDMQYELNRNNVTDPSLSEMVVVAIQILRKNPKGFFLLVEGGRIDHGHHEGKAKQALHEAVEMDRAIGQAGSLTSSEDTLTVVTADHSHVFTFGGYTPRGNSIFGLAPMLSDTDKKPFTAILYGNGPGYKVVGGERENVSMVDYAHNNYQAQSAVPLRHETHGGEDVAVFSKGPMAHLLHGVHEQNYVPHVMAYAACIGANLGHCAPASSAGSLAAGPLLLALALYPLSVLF
FLuc inhib CS = inhibits firefly luciferase, flagging false hits in luciferase inhibition screens. ATPLite firefly luciferase biochemical luminescence, 10 min. AID 1006. inhibition, % at 10 µM. hit rate 1.5% among 200,000;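 active = inhibition above about 50% when tested at 10 µM, limit read from the data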
Target sequence (P08659 whole entry, looked up): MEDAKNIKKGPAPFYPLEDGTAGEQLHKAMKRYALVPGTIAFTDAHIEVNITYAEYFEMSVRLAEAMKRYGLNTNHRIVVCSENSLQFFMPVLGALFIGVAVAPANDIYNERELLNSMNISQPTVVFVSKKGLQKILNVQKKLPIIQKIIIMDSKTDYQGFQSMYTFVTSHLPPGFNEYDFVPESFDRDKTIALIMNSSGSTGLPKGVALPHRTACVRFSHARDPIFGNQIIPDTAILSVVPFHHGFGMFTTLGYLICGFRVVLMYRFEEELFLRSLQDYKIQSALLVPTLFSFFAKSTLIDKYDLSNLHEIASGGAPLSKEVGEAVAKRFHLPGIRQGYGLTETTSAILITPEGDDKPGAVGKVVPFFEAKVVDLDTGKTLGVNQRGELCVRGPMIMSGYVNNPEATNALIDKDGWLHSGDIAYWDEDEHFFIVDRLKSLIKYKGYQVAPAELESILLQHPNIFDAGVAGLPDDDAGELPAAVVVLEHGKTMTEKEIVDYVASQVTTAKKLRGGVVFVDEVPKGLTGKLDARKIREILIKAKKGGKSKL
bIAP activator = intestinal alkaline phosphatase (bovine) activation | hit rate 0.17% among 200,000 | purified bovine IAP, CDP-star luminescence, 30 min; stronger effect = higher value; fold of DMSO-control signal, blank-subtracted | AID 1016 | activation factor at 20 µM;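 active = activation factor of 2 or more at 20 µM, a signal rise over negative controls twice the positive control's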
FLuc stim CS = firefly luciferase counter-screen for stimulation assays. P08659. ATPlite luciferase biochemical, luminescence, 10 min; 0 = ATP-free wells, 1 = DMSO control. activation factor at 10 µM. 200,000 tested, under 10 active. AID 1027;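 active = luciferase activation factor, scaled between plate controls, of at least 2 with compound at 10 µM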
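Assay system: Luciferase/luciferin reagent mix; Medium: PBS as buffer for the ATP substrate; Dosing: test compounds dosed from 2 mM stocks in 100% DMSO; Times: 10 min, room temperature; Signal: luminescence from luciferase reaction; Read-out: luciferase activation; Controls: No-ATP low control, compound-free enzyme-plus-ATP high control.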
TNAP inh no acc = inhibitors of human TNAP without phosphate acceptor | AID 1012 | hit rate 0.26% among 200,000 | P05186 | inhibition, % at 20 µM | purified TNAP, CDP-star luminescence, 30 min;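 active = tissue-nonspecific alkaline phosphatase inhibition above about 50% at 20 µM in the single-dose screen, limit read from the data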;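 also: 0% = DMSO negative control and 100% = EDTA positive control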
NF-kB expr up = compounds increasing NF-kB expression in human neuronal cells. NF-kB reporter expression; stronger effect = higher value. fold change at 12.5 µM. hit rate 1.6% among 190,000. AID 1239; in the data active = fold change above about 3.3
TNAP act hiacc = increases human TNAP activity under high phosphate acceptor concentration; activation factor at 20 µM; P05186; 200,000 tested, under 10 active; purified TNAP, CDP-star luminescence, 1 M DEA, 30 min; stronger effect = higher value; 0 = EDTA background, 1 = DMSO-only activity; AID 1136;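 active = activation factor at least 2 at 20 µM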
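Measured by: Luminescent substrate turnover signal | Test system: Human TNAP | Input: TNAP 1/800 final | Dosing: 20 µM single point | Schedule: 30 min, room temperature | Controls: EDTA wells as negative control, DMSO wells as positive control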
PMI activator = increases human mannose-6-phosphate isomerase activity; purified human PMI, coupled resazurin fluorescence, 20 min; stronger effect = higher value; 1 = vehicle control, 0 substrate-free wells; P34949; activation factor at 20 µM; hit rate 0.005% among 190,000; AID 1214;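 active = activation factor of 2 or more at 20 µM, relative to plate controls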
PMI act satM6P = PMI (human) activation, high substrate; P34949; coupled PMI enzyme assay, resazurin fluorescence, 20 min; stronger effect = higher value; 1 = untreated enzyme, 0 = substrate-free blank; activation factor at 20 µM; hit rate 0.34% among 190,000; AID 1216;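 active = activation factor of 2 or more at 20 µM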
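assay system = human phosphomannose isomerase with PGI, G6PDH, diaphorase coupling enzymes | quantity = 15 ng/mL PMI | incubation = enzyme reaction with compound 20 min at room temperature | medium = HEPES pH 7.4 buffer with MgCl2 and Tween-20 | compound dosing = one concentration, 20 µM, in 1% DMSO | measured by = Diaphorase-driven resazurin-to-resorufin fluorescence, excitation 544, emission 590 nm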
Starred values were filed as active, the others as inactive; x = not tested or not shown.

Sample of the layout:
smiles	APP 5'UTR act	TNAP inh hiacc	FLuc inhib CS	bIAP activator	FLuc stim CS	TNAP inh no acc	NF-kB expr up	TNAP act hiacc	PMI activator	PMI act satM6P
CCOC(=O)C(C)Oc1cccc2c(=O)n(CC(=O)Nc3ccc(OCC)cc3)ccc12 (stereo not drawn)	2	-2	-1	1	1	6	0.96	1	0.9	0.9
c1ccc(-c2nc(C3CCCCC3)no2)cc1	19	2	4	0.9	1	-4	1.2	1	0.9	0.9

The listing, from the start:
smiles	APP 5'UTR act	TNAP inh hiacc	FLuc inhib CS	bIAP activator	FLuc stim CS	TNAP inh no acc	NF-kB expr up	TNAP act hiacc	PMI activator	PMI act satM6P
CCOC(=O)C(C)Oc1cccc2c(=O)n(CC(=O)Nc3ccc(OCC)cc3)ccc12 (stereo not drawn)	2	-2	-1	1	1	6	0.96	1	0.9	0.9
c1ccc(-c2nc(C3CCCCC3)no2)cc1	19	2	4	0.9	1	-4	1.2	1	0.9	0.9
Cc1nonc1CN(C)C(=O)CC1C(=O)NCCN1Cc1ccc(F)c(F)c1 (stereo not drawn)	12	1	-4	1	1	-3	1.2	1	0.9	0.7
N#Cc1ccc(C(=O)OCC(=O)Nc2ccc(N3CCOCC3)cc2)cc1	4	-2	-3	1	1	-1	1.3	1	1.2	1
O=C(N=Nc1c(O)n(C2OC(=O)c3ccccc32)c2ccccc12)c1ccc(O)cc1 (stereo not drawn)	13	7	-2	0.9	1	-5	1.9	0.9	1	1
CC1Cc2ccccc2N1C(=O)CSc1nnc2sc3ccccc3n12 (stereo not drawn)	-6	-6	-3	1.1	1	-11	1	1.1	0.9	1
CC(=O)Nc1cc2c(cc1NC(=O)Cn1nnc(-c3ccc(C)o3)n1)OCCO2	21	-4	-4	1.1	1	-8	1.3	1	0.9	0.9
Cc1nn(C)c(Oc2ccccc2)c1CCNS(=O)(=O)c1ccc(F)cc1	x	1	-8	0.9	1.1	10	0.78	1	1	1
C#CCN1C(=O)C(O)(CC(=O)/C=C/c2ccco2)c2ccccc21 (stereo not drawn)	17	-1	-4	1.1	1	-5	1.7	1	0.9	0.9
CCOc1ccc(Br)cc1S(=O)(=O)N1CCC(C(N)=O)CC1	2	1	-2	0.9	1	-7	1.2	1	1	1
O=C(Cn1nc(-c2ccccc2)nc1-c1ccccc1)OC1CCCCC1	-4	-7	-2	0.8	1	-8	0.79	1.1	0.9	0.9
COCCSc1nc2c(c(=O)[nH]c(=O)n2C)n1Cc1cccc(C)c1	6	-2	-5	0.9	1.1	-6	0.81	1	1.1	1.1
CCc1ccc(NC(=O)CS(=O)CC(=O)NCCCc2ccccc2)cc1 (stereo not drawn)	-16	0	-8	1	1.1	-11	1.1	1	1.1	1.2
Cc1cc(SC(C)C(=O)Nc2ncc(Cl)cc2Cl)nc2ccccc12 (stereo not drawn)	-1	-4	-5	0.9	1	-11	3.4*	1	1.1	1.1
COCCNC(=O)COc1cc(=O)n(C)c2ccccc12	-3	-2	-3	0.9	1	-6	1.3	1	1.1	1.1
Cc1[nH]ncc1N=Cc1ccc([N+](=O)[O-])cc1	-17	2	-4	0.9	1	-4	1.3	1	0.9	0.8
Cc1ccc(N2N=C(c3ccc(Br)cc3)CCC2=O)cc1	-13	4	-1	0.9	1	-16	1	1	1.2	1.3
OC1CCN(c2ncnc3c2nnn3Cc2c(F)cccc2Cl)CC1	7	5	-2	1.1	1	-2	1.4	1	0.9	0.9
CN(Cc1ccc(OCC(O)CN2CCCCC2)cc1)Cc1ccnc2ccccc12 (stereo not drawn)	-4	-8	-5	1.1	1.1	-9	0.69	1.1	0.8	0.9
CC(=O)Nc1cccc(NC(=O)Nc2ccc(F)cc2F)c1	5	3	-1	1.1	1	-2	1.2	1	1	0.8
CCCNC(=O)c1nn2cc(Br)cnc2c1Br	-10	2	1	1.1	1	8	x	1	1.1	1.1
Cn1c(=O)c2c(nc(-n3ccnc3)n2Cc2ccc(Cl)cc2Cl)n(C)c1=O	-2	-2	-3	1.1	1	-7	0.83	1	1	1
O/N=C/c1ccc2ccccc2c1	22	-5	0	1	1	-10	1.1	1.1	0.9	0.9
Cc1c(/C(O)=C2\C(=O)C(=O)N(CCCN(C)C)C2c2ccncc2)cnn1-c1ccccc1 (stereo not drawn)	x	-4	-1	1	1	-17	x	1	1.1	1
Cc1cc(Nc2ccc([N+](=O)[O-])cc2)nc2ccccc12	6	10	-5	1	1	9	1.2	0.9	0.9	0.9

Next part
smiles	APP 5'UTR act	TNAP inh hiacc	FLuc inhib CS	bIAP activator	FLuc stim CS	TNAP inh no acc	NF-kB expr up	TNAP act hiacc	PMI activator	PMI act satM6P
CC(=O)N1CCCc2cc(S(=O)(=O)N(CC(C)C)CC(C)C)ccc21	-19	0	-6	1.1	1.1	-4	0.97	1	1	1
Cc1cc2c(cc1C)CSC(c1ccc(O)cc1)SC2	-16	0	2	1	1	-4	0.99	1	0.9	1
COc1ccc2c(c1)nc1n2CN(CC2CCCO2)CN1Cc1ccccc1 (stereo not drawn)	x	-2	0	1	1	-7	x	1	0.9	0.9
O=C(CSc1nnc(-c2ccccc2F)n1C1CC1)Nc1cccnc1Cl	20	2	0	1	1	-10	1	1	0.9	1
CN(C)c1nc2n(c(=O)n1)C(C#N)CS2 (stereo not drawn)	14	-2	0	1.1	1	-5	1.3	1	1	1
COC(=O)c1ccccc1NC(=O)CN(C)Cc1ccccc1	-18	0	-6	1	1.1	10	1.3	1	1.1	1.1
CS(=O)(=O)c1cccc(C(=O)Oc2ccccc2)c1	13	-7	-1	1	1	-13	1.1	1.1	1.1	1.1
O=C(CN1CC[n+]2c(-c3cccs3)csc21)c1ccc(Br)cc1	-11	2	-5	1.2	1	24	1.3	1	1	1
Cc1ccc(S(=O)(=O)N2CCC(c3nc4c(nnn4Cc4ccccc4)c(=O)[nH]3)CC2)cc1	17	-4	-3	1.2	1	-6	0.96	1	0.7	0.9
CCCS(=O)(=O)c1nc(S(=O)(=O)c2ccc(C)cc2)c(NCCCN2CCOCC2)s1	21	-6	-10	1.1	1.1	-7	0.93	1.1	1	0.7
Cc1nccn1CC(=O)N/N=C/c1ccc(O)c(O)c1	-15	6	-8	1	1.1	30	1.2	0.9	0.4	0.8
Cc1noc(C)c1COc1cccc(C(=O)Nc2ccc3c(c2)OCO3)c1	7	-1	1	0.9	1	-14	1.6	1	1	1
Cc1cc(C)n2cc(-c3ccc(Cl)cc3)c(C(=O)O)c2n1	63	-2	9	1	0.9	2	2.1	1	1	0.9
CCOC(=O)Nc1ccc2c(c1)ncn2C1CCCCC1	0	-5	12	1.1	0.9	-9	1.6	1	0.8	0.9
COc1ccc(Br)cc1/C=N/NC(=O)CNC(=O)/C=C/c1ccccc1	10	-2	-6	0.8	1.1	0	0.9	1	1.2	1.1
O=C(COC(=O)c1cccnc1Cl)Nc1nc(-c2ccccc2)cs1	17	0	-1	0.8	1	-1	1.4	1	0.8	0.9
O=C(NC(=S)NNC(=O)c1ccccc1O)c1cccnc1	-14	-6	6	1.1	0.9	-112	1.2	1.1	1.1	1.4
CCCCN(CCCC)CCn1cnc2c([nH]c3ccc(OC)cc32)c1=O	-4	3	-1	0.9	1	-6	0.99	1	0.8	0.8
COc1ccc(NC(=O)c2ccco2)cc1NC(=O)c1ccco1	-2	-7	-8	0.9	1.1	-5	1.3	1.1	1	1
COC(=O)c1sc(NC(=O)CSc2nc3cccnc3n2C2CCCCC2)nc1C	5	-1	-5	1.1	1.1	-1	0.82	1	0.9	0.9
O=C(O)c1ccc(/C=N/N2CCN(Cc3ccc(Cl)cc3)CC2)cc1	0	-2	-6	1.2	1.1	-7	1.1	1	x	x
COc1ccc(-c2nn(C)c(=O)c3ccccc23)cc1CNC(=O)NC1CCCCC1	-3	-5	-2	1.2	1	-13	0.68	1.1	1	1.1
CCOC(=O)c1ccc(N2C(=O)c3n[nH]c(C)c3C2c2ccccc2)cc1 (stereo not drawn)	4	-3	-2	1.1	1	1	0.84	1	0.9	0.9
COc1cc(CC(C#N)(CO)c2nc3ccccc3[nH]2)ccc1OC(F)F (stereo not drawn)	0	-5	-6	0.8	1.1	-13	1.1	1	0.9	0.8
CSCCC(NC(=O)/C(=C\c1ccc(Cl)cc1)NC(=O)c1ccccc1)C(=O)O (stereo not drawn)	-2	-8	-4	1.2	1	-11	1.1	1.1	1.1	1

The results go on:
smiles	APP 5'UTR act	TNAP inh hiacc	FLuc inhib CS	bIAP activator	FLuc stim CS	TNAP inh no acc	NF-kB expr up	TNAP act hiacc	PMI activator	PMI act satM6P
Cc1sc(NC(=O)CN(CCc2ccccc2)C(=O)C2CC2)c(C(N)=O)c1C	-3	0	-6	1	1.1	-2	1.1	1	0.9	1
CCOc1ccc(Nc2nc(Cc3nnc(SCC(N)=O)o3)cs2)cc1	6	-3	7	0.9	0.9	-12	0.49	1	0.9	0.9
COc1ccc(CN(C)CC(=O)Nc2ccccc2-c2ccccc2)c(OC)c1	1	-4	0	1.1	1	-6	0.92	1	0.9	0.8
COc1ccc(NC(=O)C2CCC(CNc3c(N4CCC(C)CC4)c(=O)c3=O)CC2)cc1OC (stereo not drawn)	3	-6	-7	3.1*	1.1	-16	1.2	1.1	1	1
Cc1ccc(NC(=O)C2CC(=O)n3ncnc3N2)cc1C (stereo not drawn)	-17	-6	-6	0.9	1.1	-16	1.2	1.1	1	0.9
COc1cccc(-c2cnc(OC(C)(C)C)nc2OC(C)(C)C)c1	8	-6	-6	0.9	1.1	-10	0.74	1.1	1	1
Cc1ccc(NC(=S)NC2CCCC2)cc1	25	-5	19	0.9	0.8	-12	1.5	1	1	1
Cc1ccc(OCc2nc(-c3ccccn3)n[nH]2)cc1	26	-2	15	1.3	0.8	-5	13*	1	1	1
CC(c1ccon1)N(C)C(=O)c1ccc(OC2CCN(C(=O)C3CC3)CC2)cc1 (stereo not drawn)	-1	-3	-1	1.1	1	-9	0.98	1	1	1
CCC(SC1=Nc2ccccc2C2=NC(CC(C)C)C(=O)N12)C(=O)Nc1ccc2c(c1)OCO2 (stereo not drawn)	10	0	-2	1	1	7	1.1	1	0.8	0.8
CSc1nnc(NC(=O)CCc2ccccc2)s1	22	-4	-4	1	1	-9	1.4	1	0.9	1
O=S(=O)(Cc1ccc(Cl)cc1)c1ncc(CO)n1Cc1ccccc1	2	-3	-3	0.9	1	-8	0.96	1	1	1
COc1ccc(-n2c(SCC(=O)NCCC(C)C)nc3ccsc3c2=O)cc1	-20	-5	-5	1	1.1	-14	1	1.1	0.9	1
O=C(CN1C(=O)c2cccc3cccc1c23)N1CCc2ccccc2C1	33	1	0	1	1	-1	0.94	1	0.8	0.9
CCN(C(=O)c1ccnn1C)c1ccccc1	-2	-4	-4	0.9	1	-10	1.8	1	1.1	1.1
CC(=O)c1c(C)[nH]c(C(=O)OCC(=O)Nc2ncc(Cl)c(C)c2Cl)c1C	-1	-8	-8	1	1.1	-17	1	1.1	1	0.9

High-throughput results: PubChem BioAssay, several laboratories
